Mot1-301 SUMO = inhibitors of SUMOylation pathway: yeast Mot1-301 growth rescue. S. cerevisiae Mot1-301 growth rescue, ATP luminescence, 38.5C; percent above DMSO median, 100 means doubled. growth rescue, % at 18.8 µM. 320,000 tested, 1% active. AID 2716;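 active = every valid replicate shows activation above 250% relative to neutral control wells; inactive = the rest, any valid replicate at or below 250%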;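 note: OY570 slx delta 5 strain wells were the positive control but not used for scaling; some compounds called inactive have numbers as strong as hits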
MOR-DOR inv ag = mu-delta opioid heterodimer inverse agonism | P35372+P41143 | cell-based MOR-DOR heterodimer luminescence | inhibition, % at 9.3 µM | 340,000 tested, 0.21% active; in the data active = inhibition above about 22%, passing the limit was not always enough;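 note: 0% = cells with DMSO and 100% = wells without cells with DMSO; values of inactives mirror those of a sister screen read the other way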
Tat export inh = blocks Tat-dependent protein export in E. coli; E. coli MC4100 TorA-mCherry Tat export, fluorescence; inhibition, % at 10 µM; 340,000 tested, 0.036% active;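 active = mean replicate inhibition at least 50% and at least half of replicates individually reaching 50%; inconclusive = only one of the two criteria met; inactive = neither criterion met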;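 note: exported cargo escapes ClpAP degradation while cytoplasmic cargo is degraded and loses fluorescence; 0% = median of neutral control wells and 100% = median of NaSCN control wells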
PKA-R1A activ = PKA-R1A complex activation; P00514+P68181; 340,000 tested, 0.083% active; activation, % at 11.4 µM; PKA-R1A dissociation, Cy5-IP20 fluorescence polarization; scaled: DMSO 0%, 113 µM cGMP 100%;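 active = percent activation above the mean of all tested compounds plus 3 SD, cut at about 19% in these data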;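 note: higher means more PKAc released from R1A so a rise in polarization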
PfHsp90 set2 = growth inhibition of yeast expressing Plasmodium Hsp90; S. cerevisiae expressing PfHsp90, BacTiter-Glo ATP, 48 h; yeast lacking PDR1 and PDR3 efflux regulators; inhibition, % at 9.4 µM; 310,000 tested, 0.32% active; AID 504621;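 active = every replicate shows inhibition above about 80%, whatever the replicate mean, limit read from the data; inconclusive = mean inhibition reaches the set limit but some replicate falls short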;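 note: 0% = DMSO neutral controls and 100% = 20 µM radicicol positive controls; yeast relying on Plasmodium falciparum Hsp90 in place of its own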
AddAB inh = less growth of phage-infected E. coli with AddAB; inhibition, % at 11.9 µM; 330,000 tested, 0.29% active; E. coli expressing H. pylori AddAB, absorbance growth; AID 435030; in the data active = inhibition above about 12%;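 note: 0% = vehicle wells of infected cells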
phage Ecoli inh = E. coli growth loss with phage present; 360,000 tested, 0.26% active; growth absorbance; inhibition, % at 11.9 µM; AID 651602; in the data active = inhibition above about 11%
E coli growth = bacterial growth inhibition, counter-screen for AddAB inhibitors. 330,000 tested, 0.27% active. inhibition, % at 11.9 µM. E. coli V3065 growth, OD600 absorbance, 18 h;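 active = inhibition above the campaign's mean inhibition across all tested compounds plus 3 SD, cut at about 9.9% in these data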;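 note: uninfected addAB+ strain grown without phage in ampicillin broth; 0% = DMSO wells and 100% = ciprofloxacin 0.95 µg/ml wells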
MOR-DOR ag = agonists of human mu-delta opioid receptor heterodimerization; P35372+P41143; cells, OPRM1-OPRD1 heterodimerization, luminescence; activation, % at 9.3 µM; 340,000 tested, 0.3% active; AID 504326; in the data active = activation above about 18%;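 note: 0% = vehicle-treated cells and 100% = reference agonist; values of inactives mirror those of a sister screen read the other way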
PKA-R2B activ = activators of human PKA-R2B complex. P22694+P31323. activation, % at 11.4 µM. 340,000 tested, 0.079% active. AID 504700. PKA-R2B holoenzyme dissociation, Cy5-IP20 fluorescence polarization; R2B truncated from residue 108, S112A mutant; 0% DMSO only, 100% 113 µM cGMP;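 active = activation above a cutoff set at the mean over all compounds plus 3 SD, cut at about 18% in these data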;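 note: higher means more holoenzyme dissociation and a rise in polarization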
Target sequence (P31323 whole entry, looked up, other chains not shown, the tested form may be a part): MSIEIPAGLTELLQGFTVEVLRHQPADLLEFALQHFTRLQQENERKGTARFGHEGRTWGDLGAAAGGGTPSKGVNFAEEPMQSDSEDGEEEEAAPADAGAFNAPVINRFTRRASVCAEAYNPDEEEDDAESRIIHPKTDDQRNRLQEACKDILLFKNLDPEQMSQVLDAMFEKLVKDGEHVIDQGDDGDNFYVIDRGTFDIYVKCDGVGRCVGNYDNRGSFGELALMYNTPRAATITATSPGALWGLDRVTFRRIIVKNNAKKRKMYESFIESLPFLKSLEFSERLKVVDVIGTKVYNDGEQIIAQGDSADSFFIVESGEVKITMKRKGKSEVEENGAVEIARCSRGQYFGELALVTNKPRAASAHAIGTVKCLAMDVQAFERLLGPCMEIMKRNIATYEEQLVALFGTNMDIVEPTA
HTR5A inv ag = inverse agonist of human HTR5A in OPRM1-OPRD1 counter-screen; P47898; HTR5A cell line, luminescence, inverse agonism; 340,000 tested, 0.083% active; inhibition, % at 9.3 µM; in the data active = inhibition mostly above about 23%, no sharp cut-off; inactive = mostly below about 18%;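 note: 0% = cells with DMSO and 100% = no-cell wells with DMSO; some compounds called inactive have numbers as strong as hits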
Target sequence (P47898 whole entry, looked up): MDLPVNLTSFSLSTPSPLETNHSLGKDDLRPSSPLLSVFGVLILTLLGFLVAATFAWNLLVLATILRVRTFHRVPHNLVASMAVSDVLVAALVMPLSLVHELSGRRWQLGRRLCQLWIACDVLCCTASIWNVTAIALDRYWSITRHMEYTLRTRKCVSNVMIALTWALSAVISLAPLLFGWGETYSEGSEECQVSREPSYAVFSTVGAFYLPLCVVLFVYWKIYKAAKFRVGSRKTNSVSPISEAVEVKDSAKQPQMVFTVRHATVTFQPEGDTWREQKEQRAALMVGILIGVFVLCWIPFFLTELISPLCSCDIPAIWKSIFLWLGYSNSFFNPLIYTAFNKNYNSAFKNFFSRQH
The depositor's hits bear a star; ? = inconclusive; / = no result given.

SMILES	Mot1-301 SUMO	MOR-DOR inv ag	Tat export inh	PKA-R1A activ	PfHsp90 set2	AddAB inh	phage Ecoli inh	E coli growth	MOR-DOR ag	PKA-R2B activ	HTR5A inv ag
CC(=O)c1cc(C(=O)Nc2ccccc2C(=O)O)oc1C	-1	17	0	-1	4	1.7	0.9	1.8	-3.7	-11	15
CCn1cc(C(=O)OCC(=O)c2cc(C)n(-c3ccccc3F)c2C)c(=O)c2ccc(C)nc21	298	12	25	1	-3	1.8	2.0	0.3	-2.2	-4	-1
O=C(Nc1ccc2c(c1)OCCO2)c1ccc(S(=O)(=O)N2CCCCC2)cc1	15	15	8	5	/	4.0	3.7	4.7	-3.0	-2	-31
CCCn1nc(C(=O)Nc2cccc(S(=O)(=O)N(C)c3ccccc3)c2)c2ccccc2c1=O	-9	-6	-7	0	-3	0.5	0.9	1.2	1.5	-4	7
O=C(Nn1cnnc1)c1ccc([N+](=O)[O-])cc1Cl	18	3	0	-5	1	-9.1	-0.5	2.3	-0.6	9	-8
Cc1c(C)n(C)c2ccc(C(=O)NCCCN3CCCCC3)cc12	2	13	-1	9	21	3.6	0.6	-3.6	-2.5	-1	-9
CCN(CCO)c1nc(N2CCCCC2)c2cnn(C)c2n1	3	20	-2	-9	1	2.3	2.1	-0.7	-4.0	-6	2
Cc1cccc(NC(=O)Nc2ccccn2)c1C	-10	1	21	-15	4	-0.1	-0.3	0.3	-0.3	-12	10
Cc1noc(C)c1COC(=O)CCc1nc2ccccc2c(=O)[nH]1	541	20	-3	0	3	1.9	1.6	-2.1	-3.5	-8	-1
O=C(Nc1cccc(S(=O)(=O)N2CCOCC2)c1)c1ccc(=O)[nH]c1	0	16	-3	-1	-47	-0.4	1.4	1.0	-3.7	-13	-31
COc1ccc(NC(=O)c2cccc(Cn3cc(Br)c([N+](=O)[O-])n3)c2)c(C)c1	-2	-5	-18	2	/	1.7	2.0	-1.6	0.7	-8	4
Cc1c(NC(=O)CSc2nc3ccccc3[nH]2)c(=O)n(-c2ccccc2)n1C	-2	6	-8	7	5	-0.3	2.8	-1.8	-1.1	-6	-8
Cc1nc(NC(=O)c2oc3ccccc3c2C)sc1C(=O)N(C)C	40	8	-6	-3	10	-1.4	2.0	-0.7	-1.5	1	24
O=C1C=C(Nc2ccccc2)CC(c2ccccc2)C1 (stereo unspecified)	33	16	-11	-10	-33	5.4	2.8	2.2	-3.1	4	-13
O=C(CCC(=O)N1CCOc2ccccc21)NCCN1CCOCC1	-18	-5	-6	-4	0	-1.5	1.8	-2.0	0.9	-11	3
CC(C)(C)OC(=O)NCCc1nnc(SCC(N)=O)o1	14	14	0	-8	-1	-0.3	2.8	0.0	-2.9	5	49*
CCNC(=S)N/N=C/c1ccc(OCC(=O)Nc2ccc(OC)cc2)c(OC)c1	401	-14	-5	1	-4	-0.1	-0.1	-2.0	2.5	3	-3
CSc1ncccc1C(=O)OCc1ccc(C#N)cc1	-2	8	0	-8	18	0.1	2.5	-0.6	-1.4	-5	-11
O=C(O)CCN1C(=O)c2ccc(NC(=O)C(c3ccccc3)c3ccccc3)cc2C1=O	7	16	6	8	-12	0.3	-2.0	-2.1	-3.1	-3	10
CN(C)/C=N/c1sc2c(c1C(N)=O)CCCC2	0	-2	-8	3	-27	-2.0	-0.6	1.5	0.4	10	14
O=C(COC(=O)[C@H](Cc1ccccc1)N1C(=O)c2ccccc2C1=O)Nc1ccc2c(c1)OCO2	-6	-14	18	8	-43	2.4	2.5	-0.4	2.8	-12	-3
CCCCc1cc(=O)oc2cc(C)cc(OC(C)C(=O)NCC3CCC(C(=O)O)CC3)c12 (stereo unspecified)	-1	13	-10	0	-18	-0.3	4.3	1.2	-2.5	-2	6
COc1ccc(Cl)cc1NC(=O)CSc1nnc(COc2ccccc2)n1C	-10	-7	5	-12	-34	-0.4	7.0	-0.5	1.2	-4	13
CCCCn1c(=O)cc(C)n(-c2ccccc2)c1=O	0	16	-6	-4	-8	-0.1	0.1	2.0	-3.1	-13	-32
COc1ccccc1NC(=O)C1=C(C)Nc2nnnn2C1c1cccc(C)c1 (stereo unspecified)	-23	5	13	-2	-1	0.8	2.3	-3.5	-0.8	-8	-13
COC(=O)C1=C[C@@H](C(=O)OC)[C@@H]2C3=C(C(=O)[C@]2(C)NC(=O)c2ccccc2)[C@H](C)n2c(=O)n(C)c(=O)n2[C@@H]3C1	2	2	4	-12	0	0.2	1.1	-2.6	-0.3	0	0
CCN(CC)C(=O)CSc1nc2ccccc2o1	-11	-1	?	5	7	2.4	-2.1	0.2	0.2	9	21
O=C(NCCN1CCOCC1)c1nn2c(c1Cl)NC(c1ccccc1)CC2C(F)(F)F (stereo unspecified)	11	25	0	-4	-4	0.7	-1.8	-0.2	-5.3	1	7
C=CCn1c(CCC(O)COCCCCC)n[nH]c1=S (stereo unspecified)	-11	13	-1	-1	7	2.6	2.5	2.3	-2.6	1	1
COCC(O)CSc1nc(C)[nH]c1[N+](=O)[O-] (stereo unspecified)	4	14	-9	4	13	2.8	/	5.2	-2.4	-3	-40
CC(NC(=O)C1CCCN1S(=O)(=O)c1cccc2cccnc12)c1ccccc1 (stereo unspecified)	3	18	-3	12	8	3.4	2.0	0.4	-3.5	1	2
Cc1ccc(N2C(=O)NC(NC(=O)c3ccc(Cl)cc3)(C(F)(F)F)C2=O)cc1 (stereo unspecified)	-2	7	-4	-4	-14	1.7	1.0	3.5	-1.2	7	7
COc1ccc(N(C(=O)c2snc(C(N)=O)c2N)C(C(=O)NCC2CCCO2)c2ccc3ncccc3c2)cc1OC (stereo unspecified)	78	20	2	-2	1	1.0	1.5	1.3	-3.8	-7	11
Cc1ccsc1/C=C/c1n[nH]c(=O)c(C#N)c1C	5	-6	18	2	-14	4.8	1.7	2.5	0.7	-9	-21
O=C(c1ccc2c(c1)OCO2)N1CCC2(CC1)Oc1ccc(F)cc1C(=O)C21CC(c2ccc(Cl)cc2)=NO1 (stereo unspecified)	-11	-5	-6	5	-20	5.5	-1.1	0.5	0.8	8	9
CC(C)NC(=O)C1CC(=O)N(c2ccc(F)c(Cl)c2)C1 (stereo unspecified)	-8	-2	-12	-5	-13	1.2	1.3	1.3	0.3	-3	10
O=C1CCCC/C1=C\Nc1ccc(O)cc1	2	7	-8	-1	-30	2.2	0.4	2.3	-1.3	-1	-22
CC(C)c1ccc(/C=C2\SC(=O)N(CC(=O)NCCCn3ccnc3)C2=O)cc1	149	-1	-5	6	8	0.3	-2.3	-1.3	0.2	2	-6
Cc1c(CC(=O)O)c(=O)oc2cc3occ(-c4ccccc4)c3cc12	372	14	-6	8	9	0.4	0.6	-1.2	-3.2	2	1
CC(=O)c1cnc2sccn2c1=O	1	12	-11	1	10	1.7	4.5	-2.0	-2.5	12	5

An excerpt from the list above, for reference:
SMILES	Mot1-301 SUMO	MOR-DOR inv ag	Tat export inh	PKA-R1A activ	PfHsp90 set2	AddAB inh	phage Ecoli inh	E coli growth	MOR-DOR ag	PKA-R2B activ	HTR5A inv ag
COc1ccccc1NC(=O)C1=C(C)Nc2nnnn2C1c1cccc(C)c1 (stereo unspecified)	-23	5	13	-2	-1	0.8	2.3	-3.5	-0.8	-8	-13
COC(=O)C1=C[C@@H](C(=O)OC)[C@@H]2C3=C(C(=O)[C@]2(C)NC(=O)c2ccccc2)[C@H](C)n2c(=O)n(C)c(=O)n2[C@@H]3C1	2	2	4	-12	0	0.2	1.1	-2.6	-0.3	0	0
CCN(CC)C(=O)CSc1nc2ccccc2o1	-11	-1	?	5	7	2.4	-2.1	0.2	0.2	9	21
O=C(NCCN1CCOCC1)c1nn2c(c1Cl)NC(c1ccccc1)CC2C(F)(F)F (stereo unspecified)	11	25	0	-4	-4	0.7	-1.8	-0.2	-5.3	1	7
C=CCn1c(CCC(O)COCCCCC)n[nH]c1=S (stereo unspecified)	-11	13	-1	-1	7	2.6	2.5	2.3	-2.6	1	1
COCC(O)CSc1nc(C)[nH]c1[N+](=O)[O-] (stereo unspecified)	4	14	-9	4	13	2.8	/	5.2	-2.4	-3	-40
CC(NC(=O)C1CCCN1S(=O)(=O)c1cccc2cccnc12)c1ccccc1 (stereo unspecified)	3	18	-3	12	8	3.4	2.0	0.4	-3.5	1	2
Cc1ccc(N2C(=O)NC(NC(=O)c3ccc(Cl)cc3)(C(F)(F)F)C2=O)cc1 (stereo unspecified)	-2	7	-4	-4	-14	1.7	1.0	3.5	-1.2	7	7
COc1ccc(N(C(=O)c2snc(C(N)=O)c2N)C(C(=O)NCC2CCCO2)c2ccc3ncccc3c2)cc1OC (stereo unspecified)	78	20	2	-2	1	1.0	1.5	1.3	-3.8	-7	11

Later entries
SMILES	Mot1-301 SUMO	MOR-DOR inv ag	Tat export inh	PKA-R1A activ	PfHsp90 set2	AddAB inh	phage Ecoli inh	E coli growth	MOR-DOR ag	PKA-R2B activ	HTR5A inv ag
Cc1ccc(-c2nnc(N3CCN(C(=O)COc4cccc(C)c4)CC3)c3ccccc23)cc1	2	3	14	-10	2	-1.0	-2.9	-0.4	-0.5	-5	-3
O=C(COC(=O)c1n[nH]c2ccccc12)Nc1ccc(Cl)cc1[N+](=O)[O-]	-6	-57	-3	-9	-16	3.3	3.6	1.3	11	-4	-6
CC(C)CC(NC(N)=O)C(=O)Nc1ccc(Cl)c(Cl)c1 (stereo unspecified)	3	15	1	1	18	8.6	0.8	0.8	-3.2	-2	5
Cc1c(NC(=O)CSCc2ccc(Br)cc2)c(=O)n(-c2ccccc2)n1C	170	0	2	-1	-32	7.7	-1.5	-0.2	0.0	2	-2
Cc1cccc(OCC(=O)OCC(=O)c2c(N)n(C)c(=O)n(C)c2=O)c1C	140	10	3	-7	34	5.3	2.1	2.0	-1.7	-11	33
COc1ccc(CCNC(=O)C(=O)NCCC2CCCCN2S(=O)(=O)c2ccccc2)cc1 (stereo unspecified)	78	-2	-10	-4	-6	0.6	1.9	-0.6	0.3	6	9
CC(=O)c1cccc(NC(=O)CCOc2ccccc2)c1	8	8	3	-11	-30	4.7	-0.2	0.4	-1.9	-5	7
O=C1NC2(CCCCCC2)N=C1c1ccc(Br)cc1	3	-39	-6	0	8	3.3	2.5	1.3	7.4	-12	-28
CCNc1cc(Cl)nc(SC)n1	-13	3	19	-17	-9	3.4	0.9	1.2	-0.6	-3	9
Cc1ccc(CNS(=O)(=O)c2c(C)n(C)c(=O)n(C)c2=O)cc1	225	0	31	-16	2	-0.9	-0.9	1.8	-0.1	-6	-11
CCOC(=O)C(=CNc1ccc(NC2=NCC(C)(C)S2)cc1)C(=O)OCC	2	-7	3	2	29	-1.6	2.7	-2.1	1.3	-6	-5
